Source: PubChem BioAssay
Menin-MLL TR inh: inhibitors of human menin-MLL interaction, mutant MLL peptide; O00255; Menin + Texas Red MLL mutant peptide, fluorescence polarization; Potency, µM (top dose mostly 61.6 µM), inactives show top-dose FP activity change, negative = inhibition, hits mostly inhibitors; 270,000 compounds, 0.23% hits; active = well fitted inhibition curve with a large enough effect in the polarisation, with a control signal flat, not every such curve was filed as active; inconclusive = small, poorly fitted or top-dose-only effect, or effect the other way, or a change in a side signal; inactive = no such curve, though single readings can be large or run the other way; the % refers to the polarisation; also: potency is read from the fitted curve at half-maximal effect; % of control where 0% means no effect; many of its hits are not listed in these tables
Integrin act MD: integrin-mediated muscular dystrophy alleviation activation | alpha7betagal myoblasts, beta-gal FDG fluorescence, 48 h | Potency, µM (titrated, usually from 38.3 µM), inactives show top-dose activation, actives largely listed as activators | 350,000 compounds, 0.064% hits | AID 624291;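 also: potency is read from the fitted curve at half-maximal effect; 100% = response of the positive control SU9516; nearly all actives have a fitted effect of over 60% in size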
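Alpha7betagal+/- myoblasts (passage 13) were plated 16-24 hr, then exposed to compounds (1:260 dilution of DMSO stock) for 48 hours at 37C. After MPER lysis, β-galactosidase reporter activity was read as FDG fluorescence (ex 480/em 540) after 30 minutes.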
Giardia kill: Giardia lamblia killing; Giardia lamblia trophozoite viability; 340,000 compounds, 0.15% hits; activity change, % at 7.66 µM, hits read low; in the data active = activity change below about -80%; inconclusive = between about -30% and that limit;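 also: parasites exposed to compound for two days anaerobically before the ATP read; % is scaled to controls: 0 for no effect and ±100 for the full control effect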
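Trophozoite viability was measured as ATP-dependent luminescence, read 15-30 min after reagent addition. Before that, parasites at 100 cells/well were exposed to compounds for 48 h, anaerobically, at 37 deg C.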
Chronic BCR inh: chronic active BCR signaling inhibition. ABC-DLBCL IkBa-CBG/CBR reporter, luminescence ratio, 4 h. Potency, µM (doses to about 46.1 µM), without a hit: at the highest dose ratio change, negative = lower green/red ratio, most hits filed as inhibitors. 340,000 compounds, 0.05% hits. AID 493014; active = well fitted inhibition curve with a large enough effect in the signal ratio, with a control signal flat, not every such curve was filed as active; inconclusive = small, poorly fitted or top-dose-only effect, or effect the other way, or a change in a side signal; the % refers to the signal ratio;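 also: potency is read from the fitted curve at half-maximal effect; plate controls were basal doxycycline-induced cells for no effect and cells given 10 µM MG132 for full effect; MG132 reads +100%, hits lower the ratio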
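TMD8 ABC-DLBCL cells carrying doxycycline-inducible green luciferase fused to IkappaBalpha plus unfused red luciferase were exposed to compounds (up to 46 uM) for 4 hrs at 37C. Activity came from the overlap-corrected green/red luminescence ratio.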
PKM2 act: activators of human pyruvate kinase M2; Potency, µM (top dose mostly 57.5 µM), without a hit: top-dose activation, usual class: activators; 260,000 compounds, 0.34% hits; P14618; purified PKM2, Kinase-Glo ATP luminescence, activation; response scale: 0% is enzyme alone, no compound; AID 1631; also: potency is read from the fitted curve at half-maximal effect; % is scaled to controls: 0 for no effect and ±100 for the full control effect; nearly all actives have a fitted effect of over 55% in size
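hPK-M2, >95% pure; 0.1 mM ADP / 0.5 mM PEP final; imidazole pH7.2 buffer w/ 7 mM MgCl2, 50 mM KCl; 1 h RT; Kinase-Glo lum. Intermediate enzyme activity for dual inhibitor/activator qHTS.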
Tb PFK block: inhibitors of T. brucei phosphofructokinase; O15648; Potency, µM (doses to about 57.5 µM), without a hit: top-dose activity, negative = inhibition, actives largely listed as inhibitors; T. brucei PFK, ADP-Glo luminescence; 330,000 compounds, 0.17% hits;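 also: potency is read from the fitted curve at half-maximal effect; 0% = uninhibited 1x PFK enzyme wells and -100% = no-enzyme wells; nearly all actives have a fitted effect of over 60% in size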
Target sequence (O15648 whole entry, looked up): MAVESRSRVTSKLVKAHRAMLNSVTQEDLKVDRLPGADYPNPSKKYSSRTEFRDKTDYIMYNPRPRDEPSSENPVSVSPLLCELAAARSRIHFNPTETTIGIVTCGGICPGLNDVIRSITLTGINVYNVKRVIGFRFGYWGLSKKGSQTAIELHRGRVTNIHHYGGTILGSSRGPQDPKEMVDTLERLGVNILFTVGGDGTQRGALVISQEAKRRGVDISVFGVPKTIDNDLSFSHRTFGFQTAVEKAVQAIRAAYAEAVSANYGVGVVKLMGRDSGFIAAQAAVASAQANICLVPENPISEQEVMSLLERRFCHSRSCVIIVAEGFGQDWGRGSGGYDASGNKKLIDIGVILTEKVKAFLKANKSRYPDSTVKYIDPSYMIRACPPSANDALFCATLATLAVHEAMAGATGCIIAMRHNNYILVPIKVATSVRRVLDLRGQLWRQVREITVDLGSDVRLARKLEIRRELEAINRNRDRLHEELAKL
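PFK 1.25 nM, F6P 0.5 mM, ATP 0.1 mM, 0.1 M TEA pH 8.0, 5 mM MgCl2, 0.01% Tween20, 0.1% BSA; 45 min RT. ADP-Glo readout. qHTS titration up to 57 uM; curves fitted, compounds curve-classed.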
Coupling enz: coupling enzyme interference in Giardia aldolase counter-screen; activity change, negative = inhibition, % at 58.2 µM, hits read low; 290,000 compounds, 0.67% hits; coupling enzyme system counterscreen, AmpLite Red fluorescence; in the data active = activity change below about -30%; also: % is scaled to controls: 0 for no effect and ±100 for the full control effect
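Counterscreen lacking aldolase: glyceraldehyde-3-phosphate coupling-enzyme reagent preincubated 10 min at RT with compound (at 57.5 uM final), then substrate/coupling system with AmpLite Red added; fluorescence read at 525/598 nm after 20 min RT.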
B2AR arrestin: beta2AR (human) beta-arrestin recruitment activity; 330,000 compounds, 0.02% hits; beta-arrestin recruitment to beta2AR, cell-based reporter; Potency, µM (highest dose often 46.1 µM), without a hit: at the top dose activation, most hits filed as activators;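 also: potency is read from the fitted curve at half-maximal effect; 0% = DMSO controls and full agonism = EC100 isoproterenol or metaproterenol; nearly all actives have a fitted effect of over 65% in size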
Target sequence (P07550 whole entry, looked up): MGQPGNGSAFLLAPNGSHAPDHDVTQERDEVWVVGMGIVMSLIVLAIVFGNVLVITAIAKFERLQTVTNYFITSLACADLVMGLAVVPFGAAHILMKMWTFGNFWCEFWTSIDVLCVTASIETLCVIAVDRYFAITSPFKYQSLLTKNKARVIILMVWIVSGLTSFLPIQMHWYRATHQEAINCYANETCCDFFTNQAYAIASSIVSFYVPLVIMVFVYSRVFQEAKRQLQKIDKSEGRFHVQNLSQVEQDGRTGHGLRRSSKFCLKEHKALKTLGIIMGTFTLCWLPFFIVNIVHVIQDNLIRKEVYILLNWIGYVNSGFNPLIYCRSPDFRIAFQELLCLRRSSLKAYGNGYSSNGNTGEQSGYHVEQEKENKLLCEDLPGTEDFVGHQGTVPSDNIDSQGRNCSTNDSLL
GALK inhibitor: inhibitors of human galactokinase; P51570; Purified GALK, Kinase-Glo residual ATP luminescence; Potency, µM (highest dose often 57.5 µM), for inactives: at the top dose activity change, negative = inhibition, usual class: inhibitors; 270,000 compounds, 0.007% hits; also: potency is read from the fitted curve at half-maximal effect; % is scaled to controls: 0 for no effect and ±100 for the full control effect
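Compounds were pin-transferred into ATP buffer (35 uM final), then GALK plus galactose (5 nM, 100 uM final) was added. After 1 h at room temperature, Kinase-Glo Plus was added and luminescence read after 10 min.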
PTAP TSG101 blk: blocks PTAP/TSG101 interaction to inhibit HIV-1 budding. Potency, µM (top dose mostly 115 µM), without a hit: at the top dose activity change, negative = inhibition, usual class: inhibitors. 340,000 tested, under 10 active. Q99816. Fluorescence polarization, FITC-PTAP peptide / Tsg101 binding; active = well fitted inhibition curve with a large enough effect in the main read-out, with a control signal flat, not every such curve was filed as active; inconclusive = small, poorly fitted or top-dose-only effect, or effect the other way, or a change in a side signal; inactive = no such curve, though single readings can be large or run the other way; also: potency is read from the fitted curve at half-maximal effect; % of control where 0% means no effect
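FP read-out: FITC-PTAP peptide, 50 nM final, binding Tsg101 binding domain, 10 uM final; 20 min, r.t.; 10 mM HEPES pH 7.5, 0.15 M NaCl, 0.01% Tween 20, 3 mM EDTA, 0.1 mM TCEP.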
S-ASM inh: human S-ASM enzyme inhibition | Potency, µM (titrated, usually from 57.5 µM), inactives show top-dose activity change, negative = inhibition, usual class: inhibitors | 340,000 compounds, 0.006% hits | placental ASM, HMU-PC fluorogenic substrate, 60 min; also: potency is read from the fitted curve at half-maximal effect
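Steps: dispense placental human ASM, pin compound, wait 10 min at room temperature, add HMU-PC0 substrate at 9 uM final, incubate 60 min at 37 °C, add stop solution raising pH to 10, read fluorescence.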
Starred values were filed as active, the others as inactive; ? = inconclusive; . = no result given; [ ] = dose if it differs, or a comment. Unless noted, calls follow the shape of the dose curve; as a rule, active = well fitted curve in the direction sought with a large enough effect; inconclusive = small, poorly fitted or top-dose-only effect, or another doubt; inactive = no such curve, though single readings can be large; an effect the other way counts as inactive or inconclusive. Not all compounds are listed; count on the stated rates, not on these rows.

SMILES | Menin-MLL TR inh | Integrin act MD | Giardia kill | Chronic BCR inh | PKM2 act | Tb PFK block | Coupling enz | B2AR arrestin | GALK inhibitor | PTAP TSG101 blk | S-ASM inh
N#Cc1cc(NC(=O)c2ccc(F)cc2)c(=O)n2c1[nH]c1ccccc12 | ? | . | . | 2% | 1% | -4% | -1 | -0.3% | 8% | . | .
COc1ccc(N2C(=O)c3ccccc3NC23C(=O)N(C)c2ccccc23)cc1 (stereo unspecified) | . | 28% | -7 | -3% | 6% | 2% | 1 | 0.0% | -1% | -7% | 8%
CSc1ccc(S(=O)(=O)NC2CCCCC2)cc1 | 1% | 4% | 1 | 8% | 10% | 0% | 0 | 0.1% | 0% | 0% | 3%
Cc1cc(C)n2nc(S(=O)(=O)N(C)Cc3ccccc3)nc2n1 | 11% | -22% | 21 | ? | 0% | -12% | 4 | -0.1% | 1% | 0% | -1%
CCOCCn1c(=O)c2c(nc3n2CC(C)CN3CCc2ccccc2)n(C)c1=O (stereo unspecified) | -20% | -3% | -5 | ? | 0% | -10% | -9 | 0.3% | 7% | 2% | -1%
c1ccc(-c2cc3c(N4CCN(c5ccccc5)CC4)ncnc3s2)cc1 | -8% | 11% | 15 | -3% | 3% | -4% | 0 | 0.1% | 11% | 0% | -11%
CC(C)=CCCC(C)CN1CCC(N2CCC(C(=O)N3CCCC3)CC2)CC1 (stereo unspecified) | ? | -61%[inhibitor] | -10 | ? | 15% | -5% | 2 | -0.4% | 0% | -5% | -2%
CCOC(=O)N1CCN(CC(=O)Nc2c(C(=O)OC)[nH]c3cc(C)ccc23)CC1 | 5% | -28% | 3 | 1% | 1% | -5% | 0 | -0.9% | -1% | -11% | 1%
CN(CCCNC(=O)C1CCC(CNS(=O)(=O)c2ccccc2)CC1)Cc1ccccc1 (stereo unspecified) | . | -25% | -28 | 10% | . | 1% | . | 0.1% | -2% | -5% | 6%
CCc1nc2ccccc2n1CC(=O)NC1CCS(=O)(=O)C1 (stereo unspecified) | . | 16% | -5 | -2% | . | -1% | . | -0.4% | . | 0% | 5%
Cc1ccccc1C(=O)NC(=S)Nc1sc2c(c1C#N)CCC(C)C2 (stereo unspecified) | ? | -1% | -6 | -28% | 1% | -1% | 5 | -0.3% | 3% | -1% | -10%
COc1ccc(CC(=O)OC(C)CN2CCCC2)cc1 (stereo unspecified) | 21% | 17% | -16 | -12% | -1% | -1% | -1 | -0.1% | -1% | -8% | 5%
COc1ccc(CC(=O)N2N=C(c3ccncc3)CC2(O)C(F)(F)F)cc1 (stereo unspecified) | -8% | -40% | -13 | ? | 0% | 0% | 3 | -0.7% | -3% | 1% | -3%
O=C(CSc1nnnn1-c1ccc(O)cc1)NC1CCCCC1 | 0% | -4% | 10 | ? | . | 0% | 6 | -0.3% | -2% | -5% | 12%
CC(C)Cn1c2c(c(O)c(C(=O)Nc3nc4ccccc4s3)c1=O)CCCC2 | . | 13% | 16 | -1% | -6% | 0% | -1 | -0.3% | 9% | 1% | 3%
Cc1cc(C)c2nc(N(CCCN(C)C)C(=O)c3ccc(S(=O)(=O)N4CC(C)OC(C)C4)cc3)sc2c1 (stereo unspecified) | . | -45%[inhibitor] | -2 | 4% | . | 20% | . | -0.6% | . | -1% | -2%
Cc1cc(N2C(=O)c3ccc(C(=O)Nc4ccc(O)cc4C(=O)O)cc3C2=O)no1 | 10% | ? | -7 | -2% | -5% | 24% | 6 | 0.2% | -7% | -9% | -2%
CC(c1n[nH]c(=S)n1-c1ccc(Cl)cc1)N(C)C (stereo unspecified) | 6% | 11% | -5 | 2% | -5% | -1% | 13 | 0.3% | 1% | 0% | 1%
O=C(Oc1coc(CSc2ncccn2)cc1=O)c1ccco1 | 23% | -17% | -12 | 7% | -10% | 1% | 1 | -0.4% | 0% | -1% | 1%
CCCCNC(=O)N(C)c1nc2ccccc2s1 | -10% | 26% | 12 | 18% | 1% | 1% | 2 | 0.1% | -1% | -1% | -2%

Individual results from the list:
B2AR arrestin with N#Cc1cc(NC(=O)c2ccc(F)cc2)c(=O)n2c1[nH]c1ccccc12 stands at -0.3%
PKM2 act with CCOCCn1c(=O)c2c(nc3n2CC(C)CN3CCc2ccccc2)n(C)c1=O (stereo unspecified) stands at 0%
PTAP TSG101 blk with O=C(CSc1nnnn1-c1ccc(O)cc1)NC1CCCCC1 stands at -5%

Continuation:
SMILES | Menin-MLL TR inh | Integrin act MD | Giardia kill | Chronic BCR inh | PKM2 act | Tb PFK block | Coupling enz | B2AR arrestin | GALK inhibitor | PTAP TSG101 blk | S-ASM inh
CC(C)CCNC(=O)C(C)N(Cc1ccc(F)cc1)C(=O)c1ccc(CN2CCCCC2)o1 (stereo unspecified) | -8% | -33% | 9 | 9% | -1% | -1% | -1 | -0.6% | 1% | -6% | 0%
COCCNC(=O)/C(C#N)=C\c1ccc(CNS(=O)(=O)c2ccc(C)cc2)o1 | -13% | 10% | ? | ? | -2% | -4% | 2 | 0.1% | 6% | 0% | 1%
Cc1c(C(=O)Nc2ccc3c(c2)CCC3)cccc1[N+](=O)[O-] | 16% | -7% | 12 | 4% | 0% | -5% | -6 | -0.3% | . | -3% | -2%
COc1ccc(N2CCN(C(=O)c3ccc(CS(=O)(=O)c4ccc(OC)cc4)o3)CC2)cc1 | -8% | -15% | 0 | ? | -1% | -1% | -3 | 0.3% | 1% | -2% | 4%
Cc1cc(C)c(NS(=O)(=O)c2ccc3c(c2)NC(=O)CCS3)c(C)c1 | 13% | -43%[inhibitor] | 3 | 2% | . | -3% | -5 | 0.0% | -1% | -5% | -5%
COc1ccc(Nc2cnn(-c3nc4ccccc4s3)c(=O)c2Cl)cc1 | 14% | -59%[inhibitor] | -28 | 5% | -15% | 5% | 1 | ? | -1% | -3% | -8%
CCc1nn(C(CC)C(=O)NCc2cccc(OC)c2OC)c(=O)c2cc3occc3n12 (stereo unspecified) | -8% | -43% | 13 | 0% | 0% | -1% | 4 | -0.5% | 7% | -1% | -6%
Cc1ccccc1OCCC(=O)Nc1ccc(Cl)cc1F | 3% | 8% | -3 | 2% | -3% | -3% | 1 | -1.7% | . | -7% | 4%
Cc1cc(C(F)F)n2ncc(C(=O)NCCc3ccc(Cl)cc3)c2n1 | -10% | 11% | 2 | 8% | 10% | -5% | -2 | -0.3% | -3% | -8% | -14%
O=C(Nc1ccccc1C(F)(F)F)c1cc(-c2cccc(O)c2)on1 | 2% | 29% | 9 | ? | 0% | -3% | 3 | 0.0% | 0% | -1% | -3%
Cc1c(NC(=O)Nc2ccccc2C(F)(F)F)c(=O)n(-c2ccccc2)n1C | 13% | -13% | 1 | 0% | . | 0% | 2 | 0.1% | 4% | 1% | 1%
COc1ccc(-c2nc(-c3ccc4c(c3)OCO4)[nH]c2-c2ccc(OC)cc2)cc1 | ? | -58%[inhibitor] | -5 | ? | -8% | 8% | -1 | -1.0% | 5% | -2% | -23%
Cc1cccc(NC(=O)C2CCCN2C(=O)NC2CCCCC2)c1 (stereo unspecified) | 1% | -3% | 49[activator] | -2% | -2% | -4% | 0 | -0.3% | 0% | 0% | 2%
Cc1ccc(N2CC(C(=O)OCC(=O)C(C)(C)C)CC2=O)cc1 (stereo unspecified) | 6% | -15% | -28 | -1% | -4% | 2% | 8 | 0.2% | 7% | -3% | -2%
COCCN1C(=S)NC(c2cccc(C(F)(F)F)c2)C(C(=O)N2CCOCC2)=C1C (stereo unspecified) | 16% | 15% | -8 | 0% | 0% | 1% | 3 | -0.8% | 0% | 0% | 1%
O=C(Nc1ccc(N2CCCCC2)cc1)C1CCCN1S(=O)(=O)c1ccc(F)cc1 (stereo unspecified) | . | 0% | 2 | -15% | . | -10% | . | 0.1% | . | -5% | 4%
